# Compound activity deposited in PubChem by several laboratories.
# TAAR1 ag – agonists of human TAAR1 | hit rate 0.99% among 360,000 | Q96RJ0 | AID 624467 | activation, % at 3 µM | CHO RD-HGA16 TAAR1, Fluo-8 calcium fluorescence; vehicle wells 0%, saturating PEA agonist 100%;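 active means activation above the mean activation of all test compounds in the run plus 3 SD, cut at about 38% in these data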
# Target sequence (Q96RJ0 whole entry, looked up): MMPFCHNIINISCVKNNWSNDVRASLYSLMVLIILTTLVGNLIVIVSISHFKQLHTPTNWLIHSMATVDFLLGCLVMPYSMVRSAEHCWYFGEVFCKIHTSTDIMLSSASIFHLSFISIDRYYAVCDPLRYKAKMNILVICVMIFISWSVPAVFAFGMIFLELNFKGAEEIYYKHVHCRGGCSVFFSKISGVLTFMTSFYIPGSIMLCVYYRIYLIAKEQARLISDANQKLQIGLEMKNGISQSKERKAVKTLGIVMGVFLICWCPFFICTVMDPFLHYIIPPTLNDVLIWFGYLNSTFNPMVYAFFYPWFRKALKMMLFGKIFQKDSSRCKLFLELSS
#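 Test system: RD-HGA16 (CHO) cells co-expressing Gα16 and hTAAR1 / Benchmarks: DMSO vehicle as 0%, PEA at EC100 as 100% / Repeats: no replicates (n 1) / Measure: % activation from peak over basal fluorescence ratio, DMSO-to-PEA scaled / Timing: 17-24 h plating, Fluo-8 75 min 37 °C, 30 min RT / Technique: kinetic Fluo-8 calcium fluorescence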
# CRFR2-BP antag – CRF-BP/CRF-R2 complex antagonism. HEK293 CRF-R2/CRF-BP, CRF-induced calcium fluorescence. hit rate 0.59% among 350,000. inhibition, % at 11.8 µM;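 active means inhibition of the ligand-induced calcium signal above about 50% at the single tested concentration, limit read from the data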
# CHRM4 PAM – potentiates acetylcholine response at human M4 receptor; P08173; hit rate 0.4% among 360,000; activation, % at 3 µM; CHO-K1 hM4/Gqi5, Fluo-8 calcium fluorescence, ACh EC20; 0% = ACh EC20, 100% = maximal ACh;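 active means activation above its plate's cutoff, the mean activation of sample wells plus 3 SD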; further: some results filed as inactive read as strong as hits
# TAAR1 antag – human TAAR1 antagonism. inhibition, % at 3 µM. AID 624466. CHO RD-HGA16 TAAR1, Fluo-8 calcium fluorescence, antagonist. hit rate 1.5% among 360,000. Q96RJ0;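 active means inhibition above a per-plate cutoff, the mean inhibition of test compounds on that plate plus 3 SD, cut at about 49% in these data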;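 further: 0% = DMSO plus EC80 beta-PEA response and 100% = DMSO alone without agonist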
#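 System: RD-HGA16 CHO cells with stable hTAAR1 and Gα16 | Probe or stimulus: EC80 β-phenethylamine stimulus | Dosing: 3 µM, single point | Times: Dye loading 75 min at 37 °C, then 30 min room temperature | Measured by: Fluo-8 calcium-sensitive fluorescence | Read-out basis: % inhibition of agonist calcium response | Replicates: n of 1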
# CHRM5 antagonist – antagonists of human muscarinic M5 receptor (CHRM5); P08912; CHO-hM5 cells, Fluo-8 calcium fluorescence, ACh EC80; inhibition, % at 3 µM; hit rate 0.59% among 360,000; AID 624040;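 active means inhibition above a per-plate cutoff, the mean of that plate's test compounds plus 3 SD, cut at about 27% in these data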;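 further: 0% = acetylcholine EC80 with DMSO and 100% = DMSO without agonist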
# Target sequence (P08912 whole entry, looked up): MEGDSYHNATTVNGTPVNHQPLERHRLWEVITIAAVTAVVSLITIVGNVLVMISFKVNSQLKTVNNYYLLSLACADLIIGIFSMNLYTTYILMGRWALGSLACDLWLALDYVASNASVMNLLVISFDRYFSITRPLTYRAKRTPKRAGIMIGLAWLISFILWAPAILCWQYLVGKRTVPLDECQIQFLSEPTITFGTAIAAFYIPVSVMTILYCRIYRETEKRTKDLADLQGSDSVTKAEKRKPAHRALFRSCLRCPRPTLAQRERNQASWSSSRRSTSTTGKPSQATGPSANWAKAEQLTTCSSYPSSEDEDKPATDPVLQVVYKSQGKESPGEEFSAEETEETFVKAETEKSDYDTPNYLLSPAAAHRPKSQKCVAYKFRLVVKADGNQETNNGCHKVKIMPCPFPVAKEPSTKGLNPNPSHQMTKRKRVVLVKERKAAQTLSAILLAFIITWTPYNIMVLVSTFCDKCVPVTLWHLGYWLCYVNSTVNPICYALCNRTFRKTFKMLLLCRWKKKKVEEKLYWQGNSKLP
# CHRM5 agonist – agonists of human muscarinic M5 receptor (CHRM5). CHO-K1 hM5 cells, Fluo-8 calcium fluorescence; 0% DMSO wells, 100% maximal acetylcholine response. activation, % at 3 µM. hit rate 0.19% among 360,000;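 active means activation above the run's mean over test compounds plus 3 SD, cut at about 23% in these data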;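 further: signal is peak over basal fluorescence ratio across the kinetic read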
# CRFBP-R2 agonist – agonists of human CRF-binding protein/CRF-R2 receptor complex; HEK293 CRF-R2/CRF-BP, calcium dye fluorescence (FLIPR); percent of saturating CRF peptide response; activation, % at 13.2 µM; hit rate 0.46% among 350,000;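 active means activation of at least 50%, plus an integration ratio under a set limit after plate pattern correction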;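 further: plate controls were neutral control wells without compound for no effect and CRF at EC100 for full effect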
# CHO-K1 Ca PAM – counter-screen for M1 PAMs: effect in parental CHO-K1 cells; activation, % at 3 µM; AID 602247; hit rate 0.02% among 360,000; ATP EC20, Fluo-8 calcium fluorescence; 0% at ATP EC20, 100% at ATP max;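 active means activation above the run cutoff, the mean activation of all test compounds plus 3 SD, cut at about 40% in these data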;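 further: peak over basal fluorescence ratio in a 140 s read after ATP addition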
# M5 PAM – CHRM5 positive allosteric modulation. P08912. CHO-K1 hM5, Fluo-8 calcium, ACh EC20 PAM; 0% = ACh EC20, 100% = ACh EC100. activation, % at 3 µM. hit rate 0.3% among 360,000. AID 624038;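 active means activation above the run cutoff, the mean activation of all test compounds plus 3 SD, cut at about 18% in these data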
#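 system = human M5 receptor in CHO-K1 cells | compound = one concentration, 3 µM final (nominal) | schedule = Post-acetylcholine fluorescence recording 140 s | signal = Fluo-8 calcium dye fluorescence, kinetic read | benchmarks = low control EC20 acetylcholine (0%), high control EC100 acetylcholine (100%) | repeats = singlicate, one well per test compound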
# Starred values were filed as active, the others as inactive; nt = not tested or not shown.
SMILES,TAAR1 ag,CRFR2-BP antag,CHRM4 PAM,TAAR1 antag,CHRM5 antagonist,CHRM5 agonist,CRFBP-R2 agonist,CHO-K1 Ca PAM,M5 PAM
Cc1cc(OCCOc2cccc3cccnc23)c(C)cc1Cl,12,1,1,-4,6,-1,7.0,1,-6
O=C(NCC1CCCO1)c1c(O)c2cccc3c2n(c1=O)CC3 (stereo not given),-2,12,15,-11,-1,2,-3.1,-2,3
CC1=C(C(=O)OC(C)C)C(c2ccc(Cl)cc2)n2c(sc(=Cc3ccc(OCC(=O)O)cc3)c2=O)=N1 (stereo not given),1,nt,-3,-2,5,2,nt,12,-3
CCn1nnnc1-c1ccc(OC)c(S(=O)(=O)Nc2ccc(C)c(C)c2)c1,14,-41,-2,12,0,2,-0.4,4,2
CCCCn1nnnc1C(c1cc2ccccc2o1)N1CCN(C/C=C/c2ccccc2)CC1 (stereo not given),-1,nt,-4,-5,-6,-6,nt,4,-21
CCN1CCCC1CNS(=O)(=O)c1cccc(C(F)(F)F)c1 (stereo not given),3,10,-9,-22,8,-3,5.0,3,2
Cc1ccc(S(=O)(=O)N2CCc3ccccc3C2CC(=O)O)cc1 (stereo not given),0,-3,-3,-20,-6,-4,-1.7,17,13
CC12CN3CC(C)(CN(C1)C3c1ccccc1F)C2 (stereo not given),1,2,-8,-11,0,3,3.1,-7,10
CCSc1ccccc1C(=O)Nc1cccnc1,3,-3,3,8,0,-2,0.7,24,3
O=C(CN1C(=O)/C(=C/c2ccccc2Cl)SC1=S)NC1CCS(=O)(=O)C1 (stereo not given),1,2,-1,-30,-3,0,-1.1,-4,-2
Cc1ccc(S(=O)(=O)Nc2ccc3c(c2)C(=O)N([C@H](C)CO)C[C@H](C)[C@@H](CN(C)C(=O)Nc2ccc(C(F)(F)F)cc2)O3)cc1,2,-10,6,4,-3,0,6.5,1,6
CCCCCC(=O)N1CC2(CC)CN(C(=O)CCCCC)CC(CC)(C1)C2=O,-3,-4,3,-29,1,1,-2.3,15,0
CC(=O)Nc1cccc(-c2ccnc3c2CC(C)(C(=O)NCc2ccccc2)O3)c1 (stereo not given),1,nt,4,8,-12,2,nt,23,0
CC(C)(C)S(=O)N1Cc2cc(CO)ccc2[C@@H]1CCO (stereo not given in full),2,1,-4,-8,18,1,7.3,-5,-6
COc1cc(S(=O)(=O)N2CCN(C(=O)c3cccs3)CC2)ccc1NC(C)=O,2,-2,-6,-18,-4,-1,1.2,-4,0
Cc1oc2c(c1C(=O)c1ccccc1)C(=O)C(=O)c1ccccc1-2,24,5,7,35,6,2,-2.0,21,-4
O=C(CNC(=O)c1ccc2ccccc2c1)Nc1ncccc1O,17,-2,5,-18,2,0,2.3,13,3
COc1ccccc1N1CCN(C(=O)CSc2nc3ccccc3[nH]2)CC1,11,-7,3,-3,0,5,0.8,-3,-4
CN(C)c1cccc(C(=O)Nc2ccc(N3CCOCC3)cc2)c1,4,17,-13,20,4,0,0.8,9,-9
CCn1cnc2c1c(=O)n(CC(=O)N1CCc3ccccc31)c(=O)n2Cc1ccccc1,15,-19,-6,-4,0,0,-0.1,12,-2
O=C(Cc1ccccc1)Nc1cccc(C(=O)N/N=C/c2ccco2)c1,2,9,-3,8,1,-2,-1.8,21,-2
O=CN1CCN(C(=O)c2ccc3c(c2)OCO3)CC1,0,1,3,11,13,-1,0.3,10,-9
CCOc1ccc(NC(=O)NNC(=O)c2ccc(CC)s2)cc1,3,6,4,-7,2,-5,-0.7,-12,0
Oc1ccc(N=Cc2c(O)ccc3ccccc23)cc1,2,-11,-6,6,7,-3,11,-10,-2
O=C(C[C@H]1CC[C@@H]2[C@H](COC[C@@H](O)CN2C(=O)C2CC2)O1)NCc1ccccc1Cl,0,nt,6,6,2,0,nt,nt,0
CCOc1ncccc1C(=O)OCC(=O)c1cc(OC)c(OC)c(OC)c1,0,33,-2,14,2,3,-1.0,0,3
COc1ccccc1C1CN(c2ccc(F)cc2F)N=C1c1cccs1 (stereo not given),2,5,-4,0,1,-4,0.2,14,-1
CCOc1ccc(Cl)cc1S(=O)(=O)N1CCC(C(=O)NCc2ccccn2)CC1,3,0,-8,-18,5,-5,-1.0,1,0
CCCCCCCCN1C(=O)[C@H](CC(=O)N2CCSCC2)C[C@@]2(C(=O)OCC)CCCC=C12,-2,nt,3,-22,-14,-2,nt,16,12
O=C(O)/C=C\C(=O)NNC(=O)c1cc(-c2ccccc2)n[nH]1,-1,-2,8,-15,2,2,1.0,11,1
c1ccc(-c2csc(N3CCOCC3)n2)cc1,6,-12,14,10,-2,0,-0.7,7,0
CN1CCN(CCOc2ccc(-c3ccccc3)cc2)CC1,2,16,4,1,11,1,-0.2,9,-2
Cc1ccc(NC(=S)N2CCN(C(=O)C3CCCO3)CC2)cc1 (stereo not given),1,-9,-6,-10,1,1,2.8,16,0
COc1ccc(NC(=O)C2CCCNC2=O)cc1 (stereo not given),2,-13,1,-8,10,-3,-0.1,3,-4
Cc1cccc(CCNC(=O)c2cc(S(=O)(=O)N3CCOCC3)cn2C)c1,2,22,3,-12,3,0,-1.6,17,-4
O=C(C[C@H]1C/C=C\C[C@H](Cc2ccc(F)cc2)C(=O)O[C@@H](c2ccccc2)CNC1=O)N[C@H](CO)Cc1ccccc1,55*,5,8,28,16,12,-1.8,-1,-2
CC(C)COC(=O)N(C)C[C@@H]1OCc2cnnn2CCCC(=O)N([C@H](C)CO)C[C@@H]1C,1,7,5,-19,7,1,-0.7,9,-2
O=C(CN(Cc1ccco1)C(=O)CCC(=O)Nc1nccs1)NCc1ccccc1,14,12,7,0,-4,0,-1.8,9,-1
COc1ccc(NS(=O)(=O)c2cc(NC(=O)COc3ccc(OC)cc3)ccc2N2CCOCC2)cc1,16,-6,1,4,2,0,2.2,5,-2
Nc1nc2n(n1)C(c1cccc(Br)c1)CC(c1ccc(F)cc1)N2 (stereo not given),13,-63,-3,8,5,8,54*,17,-2
COC(=O)c1ccccc1S(=O)(=O)N1CCn2cccc2C1C (stereo not given),1,11,-7,-8,8,-3,2.2,-11,1
CCc1cc2c(=O)c(-c3nc4ccccc4n3C)coc2c(CN2CCC(C)CC2)c1O,0,2,-4,3,10,1,-0.6,-16,-5
C(=C\c1ccccc1)/C=N/Nc1nc(N2CCOCC2)nc(N2CCOCC2)n1,5,-13,4,4,5,0,-1.2,3,-1
CC1CCC(=NNc2ccc(C(F)(F)F)cc2[N+](=O)[O-])CC1 (stereo not given),6,-115,4,-10,-5,1,-1.2,22,2
COc1cc(S(=O)(=O)N2CCN(c3ccccn3)CC2)ccc1Br,0,-9,-4,-14,7,-21,0.5,14,-2
N#C/C(=C\c1ccc2c(c1)OCO2)C(=O)NCc1ccco1,1,-3,1,8,-15,-2,-1.3,-5,4
CSCC[C@H](NC(=O)c1ccc2ccccc2c1)C(=O)N1CCC2(CC1)NCCc1[nH]cnc12,0,-10,-13,-16,27*,-6,8.8,8,-6
CC1(c2nnc(-c3ccccc3)o2)CC(c2cccc(Cl)c2)=NO1 (stereo not given),-1,6,-2,11,14,-6,1.4,19,-1
Cc1cc(C(F)(F)F)nn1CC(=O)NCc1cccs1,0,-7,8,9,-4,-3,-1.0,27,2
NC(=O)CCCn1c(C(=O)c2cc(Cl)c(N)c(Cl)c2)c2ccc(C(F)(F)F)cc2[n+]1[O-],12,-8,9,9,12,3,-1.9,-1,-2
CC(=O)c1ccc(NS(=O)(=O)c2ccc3ccccc3c2)cc1,0,6,-4,10,1,2,1.8,20,-3
Cc1ccc(SC2=C[C@@]3(O)CC[C@@H](O)[C@@](Sc4ccc(C)cc4)(C2=O)[C@H]3O)cc1,-1,nt,2,-12,7,0,nt,-3,-4
CCN1CCCC1CNC(=O)c1cc2cc(OC)c(OC)cc2[nH]1 (stereo not given),-1,-5,-3,3,11,-3,2.6,-9,-1
CN(c1ccccc1)S(=O)(=O)c1cccc(NC(=O)Nc2ccc(Cl)cc2C#N)c1,5,-2,-11,-6,3,1,0.6,-1,-3
Cc1ccc2c(CN3CCCCC3C)cc(=O)oc2c1 (stereo not given),-1,10,3,3,6,-3,1.4,-4,0
CCOc1ccc(-c2ccc3nnc(SCC(=O)NCC4CCCO4)n3n2)cc1 (stereo not given),7,-6,-2,-27,0,0,-0.5,13,2
Cc1ccc(CN(C)C(=O)CN2C(=O)NC3(CCCc4ccccc43)C2=O)c(C)c1 (stereo not given),8,-8,18,-3,-2,0,0.7,-2,1
COCCNC(=O)C(OC(=O)c1nsc(Cl)c1Cl)C(C)C (stereo not given),1,5,-4,-2,14,0,0.2,9,-7
CCOC(=O)c1c(NC(=O)CSc2nnc(-c3ccc(Cl)cc3)o2)sc2c1CCC2,1,-2,1,-20,0,2,0.5,20,2
CCCN(CCC)S(=O)(=O)c1ccc(C(=O)NNC(=O)c2cc(OC)c(OC)c(OC)c2)cc1,2,18,-10,1,7,0,2.4,-11,-4

# Additional results:
SMILES,TAAR1 ag,CRFR2-BP antag,CHRM4 PAM,TAAR1 antag,CHRM5 antagonist,CHRM5 agonist,CRFBP-R2 agonist,CHO-K1 Ca PAM,M5 PAM
O=c1[nH]ncc(NCCc2ccccc2)c1Cl,5,13,-3,1,3,-1,0.3,4,-7
COc1ccc(OC)c(NC(=O)CCn2ccnc2)c1,0,-4,-4,-3,2,-5,1.5,1,4
CCCCCCNC(=O)O[C@H]1C[C@H](C(=O)OC)[C@H](C(=O)OC)C2CN(S(=O)(=O)c3ccc(C)cc3)C[C@@]21O (stereo not given in full),4,34,10,-15,4,-3,-0.3,2,0
COC(=O)c1[nH]c2cccc(Cl)c2c1NC(=O)CN1CCCCC1C (stereo not given),-1,-7,4,-18,-5,-4,0.3,9,2
COc1ccc(NC(=O)CSc2nnnn2-c2ccccc2OC)c(OC)c1,10,8,-1,5,2,2,0.4,15,5

# Taken from the entries so far, 4 compounds:
SMILES,TAAR1 ag,CRFR2-BP antag,CHRM4 PAM,TAAR1 antag,CHRM5 antagonist,CHRM5 agonist,CRFBP-R2 agonist,CHO-K1 Ca PAM,M5 PAM
CCOC(=O)c1c(NC(=O)CSc2nnc(-c3ccc(Cl)cc3)o2)sc2c1CCC2,1,-2,1,-20,0,2,0.5,20,2
CCCN(CCC)S(=O)(=O)c1ccc(C(=O)NNC(=O)c2cc(OC)c(OC)c(OC)c2)cc1,2,18,-10,1,7,0,2.4,-11,-4
O=c1[nH]ncc(NCCc2ccccc2)c1Cl,5,13,-3,1,3,-1,0.3,4,-7
COc1ccc(OC)c(NC(=O)CCn2ccnc2)c1,0,-4,-4,-3,2,-5,1.5,1,4
